# Compound activity deposited in PubChem BioAssay by The Scripps Research Institute Molecular Screening Center.
# FBW7 activator – activators of human E3 ligase FBW7 | Q969H0 | AlphaScreen FBW7–phospho-cyclin E peptide binding, activator screen | normalized activity (activation), % at 26.1 µM | actives 0.13% (n = 650,000) | AID 1259310; in the data active means normalized activity above about 1.9%;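 further: purified mutant Fbw7 with reduced substrate affinity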
# TEAD-YAP inh – TEAD-YAP interaction inhibition; HEK-TIYL cells, TEAD-Gal4/YAP UAS-luciferase luminescence; inhibition, % at 9.12 µM; actives 1.4% (n = 640,000); in the data active means inhibition above about 32%;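 further: 0% = median of test compound wells and 100% = reference inhibitor wells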
# MITF primary – human MITF inhibition, primary screen; AlphaScreen MITF homodimerization, bead proximity signal; inhibition, % at 2.6 µM; actives 0.91% (n = 650,000); in the data active means inhibition above about 50%;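 further: 0% = vehicle wells with protein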
# Target sequence (O75030 whole entry, looked up): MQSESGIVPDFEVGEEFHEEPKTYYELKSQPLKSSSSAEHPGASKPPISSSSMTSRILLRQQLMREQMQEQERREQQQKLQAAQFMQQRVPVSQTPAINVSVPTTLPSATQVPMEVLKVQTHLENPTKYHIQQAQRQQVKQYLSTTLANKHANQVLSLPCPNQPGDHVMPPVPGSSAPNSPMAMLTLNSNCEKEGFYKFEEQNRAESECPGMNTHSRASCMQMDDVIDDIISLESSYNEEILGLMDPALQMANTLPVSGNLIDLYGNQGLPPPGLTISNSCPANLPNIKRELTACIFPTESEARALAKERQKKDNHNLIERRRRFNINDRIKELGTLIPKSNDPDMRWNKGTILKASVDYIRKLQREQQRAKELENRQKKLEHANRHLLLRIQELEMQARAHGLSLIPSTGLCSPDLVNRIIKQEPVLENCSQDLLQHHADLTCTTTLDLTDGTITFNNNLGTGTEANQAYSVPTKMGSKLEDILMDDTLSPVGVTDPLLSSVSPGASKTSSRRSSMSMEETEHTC
# GPR151 ag – activates the human receptor GPR151; Q8TDV0; activation, % at 11.2 µM; AID 1508602; actives 1% (n = 650,000); PathHunter beta-arrestin GPR151 cells, luminescence; in the data active means activation above about 4.9%;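 further: 0% = median of compound wells and 100% = cells with positive control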
# Target sequence (Q8TDV0 whole entry, looked up): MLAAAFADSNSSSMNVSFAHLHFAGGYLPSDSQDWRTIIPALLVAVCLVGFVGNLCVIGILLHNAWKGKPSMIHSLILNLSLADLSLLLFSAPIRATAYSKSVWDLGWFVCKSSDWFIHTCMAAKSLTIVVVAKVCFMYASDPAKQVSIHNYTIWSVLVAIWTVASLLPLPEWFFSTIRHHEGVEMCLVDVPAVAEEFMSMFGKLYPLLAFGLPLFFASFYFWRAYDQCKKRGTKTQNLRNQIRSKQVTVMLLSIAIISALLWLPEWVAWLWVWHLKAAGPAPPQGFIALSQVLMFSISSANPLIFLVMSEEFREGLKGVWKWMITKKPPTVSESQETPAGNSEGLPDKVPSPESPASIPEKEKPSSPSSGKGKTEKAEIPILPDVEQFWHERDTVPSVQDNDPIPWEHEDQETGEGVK
# * marks the source's active call; other numbers are inactive results; · = not tested or not shown.
Structure,FBW7 activator,TEAD-YAP inh,MITF primary,GPR151 ag
CCOC(=O)c1ccc(NC(=O)c2c[nH]c(=O)n(-c3ccc(C)cc3)c2=O)cc1,0.1,9,9,0.6
CN1C(=O)c2ccc(Nc3nc(-c4cccs4)nc4ccccc34)cc2C1=O,0.1,4,11,1.9
COc1ccc(C(=O)Nc2cc(C(=O)NC3CCN(Cc4ccccc4)CC3)ccc2N2CC3CC(C2)c2cccc(=O)n2C3)cc1 (stereo not given),-0.1,-7,3,-0.8
CCOc1ccc(NC(=O)c2sc3ncn(CC(=O)N4CCCC4)c(=O)c3c2C)cc1,0.1,-4,16,0.1
CCN(CC)C(=O)COc1ccc(Br)cc1Cl,0.0,-7,11,3.7
O=C(NCc1ccco1)c1ccc(CS(=O)c2ccccc2)o1 (stereo not given),-0.1,7,5,1.7
O=C(N/N=C/c1ccc(O)cc1)c1c[nH]c2ccccc12,0.3,-9,13,0.0
CCc1nc(CN2CCc3c(cnc(C)c3CNC(=O)C3CCCO3)C2)c(C)[nH]1 (stereo not given),-0.3,-1,-7,0.1
Cc1nc2ccccn2c1P(=Nc1ccccc1)(N(C)C)N(C)C,0.0,-5,4,-2.1
Oc1ccc(NCc2cccc3ccccc23)cc1,-0.4,-19,13,1.0
COCCn1nnnc1C(c1cccs1)N1CCN(C(=O)c2ccco2)CC1 (stereo not given),-0.1,-8,3,1.9
CCOC(=O)C1CCN(C(=O)N2c3ccccc3Sc3ccccc32)CC1,-0.1,-3,3,-0.8
CCOC(=O)CN1C(=O)S/C(=C/c2ccc(OCc3cccc(C(=O)O)c3)cc2)C1=O,0.0,-56,11,0.2
N#Cc1c(-c2cccs2)cc(-c2ccccc2)[nH]c1=S,0.1,2,3,1.8
Cc1ccc(NC(=O)/C(=C/c2ccc([N+](=O)[O-])cc2)NC(=O)c2ccccc2)c(Br)c1,-0.2,-2,-15,0.0
NNC(=O)c1ccc(COc2ccccc2)o1,0.1,-14,9,-0.6
Clc1ccc(CNc2ncnc3sc4c(c23)CCCC4)cc1,-0.1,-4,-13,-0.4
Cc1nc2c(c(=O)[nH]1)CCN(C(=O)CCn1ncc3ccccc31)C2,-0.1,-8,-1,-1.3
COc1cn(CC(=O)Nc2cc(C)ccc2C)c(CSc2nc(C)cs2)cc1=O,-0.1,-6,17,3.3
O=c1[nH]c2ccccc2n1CCCSc1nnc2c(n1)[nH]c1ccccc12,-0.1,10,6,0.4
CCCN(CCC)S(=O)(=O)c1ccc2c(c1)CCN2C(=O)CCC(=O)O,0.2,8,6,-0.4
COc1ccc2c(Cl)c(C(=O)NCc3ccco3)sc2c1,-0.1,-39,20,-1.1
CCCCC[C@H](O)/C=C/[C@H]1[C@H](O)CC(=O)[C@@H]1CC(=O)CCCCC(=O)O,·,·,-9,1.3
CC(C)Oc1ccc(CSCCN)cc1,0.6,9,-9,0.0
COc1ccc(CC(=O)Nc2cc(Nc3ccccc3NC(C)=O)c(C(F)(F)F)cn2)cc1,-0.1,67*,16,-1.4
CC1(C2(C)NC(=S)N(c3ccccc3)N2)COCOC1 (stereo not given),0.3,-13,6,1.2
COc1ccc(N2CCN(Cn3c(CO)nc4ccccc43)CC2)cc1,0.0,-4,-17,-0.7
Fc1ccc(CNc2ccc3ncc(-c4ccco4)n3n2)cc1,-0.2,8,-7,1.9
O=C(CCS(=O)(=O)c1ccc(Br)cc1)Nc1ccc(Oc2ccc3c(c2)C(=O)N(c2ccccc2C(F)(F)F)C3=O)cc1,0.1,1,14,-1.6
CCC(c1nnnn1C(C)(C)CC)N1CCN(c2ccccc2OC)CC1 (stereo not given),-0.1,3,6,-1.0
Cc1ccc(S(=O)(=O)NCC2CCC(C(=O)NCCCN3CCOCC3)CC2)cc1 (stereo not given),0.1,-5,-13,0.5
O=c1oc2ccccc2c(O)c1Sc1ccc([N+](=O)[O-])cc1,1.0,-4,4,-1.4
CN(c1ccccc1)S(=O)(=O)c1ccc(C(=O)Nc2nc3ccc4ccccc4c3s2)cc1,-0.1,-3,2,0.6
c1ccc(CCN2CNc3nc4ccccc4n3C2)cc1,0.4,-10,9,0.0
COc1ccc(S(=O)(=O)CCC(=O)Nc2ccccc2Cl)cc1,-0.1,5,19,-0.3
Cc1ccc(S(=O)(=O)NCC(=O)OCC(=O)c2cccc3ccccc23)cc1,0.0,-5,5,-0.8
Cc1ccc(C(=O)NNC(=O)c2ccc([N+](=O)[O-])cc2)cc1,0.0,4,0,3.5
CCCCCCNC(=O)c1c[nH]c2ccc(S(=O)(=O)N3CCN(C)CC3)cc2c1=O,0.0,-5,12,0.0
CC1=NC2(CCNCC2)N=C1c1cccc(C(F)(F)F)c1,0.0,0,7,-0.9
COCC1CCCN(c2nc(CN3CCC(Oc4cccnc4)CC3)nc3ccccc23)C1 (stereo not given),0.0,-8,-15,-0.1
O=C1OC(/C=C/c2cccc(Cl)c2Cl)=NC/1=C\c1cccc(Cl)c1Cl,0.1,-6,11,3.2
Cc1ccc(NCC(=O)N/N=C\c2cccnc2)cc1,0.0,-9,3,0.4
CC(C)CCNC(=O)c1ccc(Br)o1,-0.1,5,5,0.9
COc1ccc(C2=[N+]([O-])C(C)(C)C(c3ccccc3)=N2)cc1,0.3,7,15,1.5
COc1cc(C(=O)N2CCCCCC2)c([N+](=O)[O-])cc1OC,0.0,1,-8,-0.7
COCCNC(=O)C1CCCCN1S(=O)(=O)c1ccc(F)cc1 (stereo not given),0.0,1,9,1.3
OCCNc1nc(-c2cccs2)nc2c1ncn2C1CCCCC1,0.0,6,14,0.4
CC(=O)c1cccc(CN2CCC(n3nccc3NC(=O)C(C)(C)C)CC2)c1,0.0,4,-2,1.5
Cc1ccccc1-c1cc(C(=O)N2CCN(C)CC2)c2ccccc2n1,0.1,6,-3,1.8
CCSC1=C(C#N)C(c2ccccc2C)C(C(=O)OC)C(=O)N1 (stereo not given),0.0,-4,11,-0.4
O=C(NC1CCCCCCC1)C1CCC(CNc2c(N3CCCC3)c(=O)c2=O)CC1 (stereo not given),0.0,5,-5,-0.8
O=C(Nc1c(O)c2ccccc2[nH]c1=O)c1cccc(Cl)c1,0.7,-4,-6,-2.1
CCOC(=O)c1ccc(NC(=S)N(CCCN2CCN(CC)CC2)Cc2ccco2)cc1,0.7,10,11,-0.9
CCCC(=O)N(c1ccc2oc(C)c(C(=O)OCC)c2c1)S(=O)(=O)c1ccccc1,0.0,3,-4,0.6
CCOC(=O)N1CCN(C(=S)Nc2cc(OC)c(Cl)cc2OC)CC1,0.0,5,10,-0.6
CC(=O)Nc1ccc(Nc2nc(NC3CCN(Cc4ccccc4)CC3)ncc2C)cc1,-0.1,7,4,2.7
Nc1nc(SCC(=O)Nc2cc(C(F)(F)F)ccc2Cl)n[nH]1,-0.1,12,3,1.8
Cc1c(Cl)ccc2sc(N(Cc3ccccn3)C(=O)CN3C(=O)CCC3=O)nc12,-0.2,-13,2,-0.1
CCN(C(=O)Cn1cnc2c1c(=O)n(C)c(=O)n2C)c1ccccc1,0.1,-4,4,0.1
Cc1ccc(S(=O)(=O)NCC(c2cccnc2)N(C)C)cc1 (stereo not given),-0.1,2,13,0.8

# More compounds.
Structure,FBW7 activator,TEAD-YAP inh,MITF primary,GPR151 ag
O/N=C(\C=N\O)C12CC3CC(CC(C3)C1)C2,0.1,2,16,4.8
COc1ccccc1NC(=O)CSc1nc2ccccc2s1,0.1,-7,-6,0.0
O=[N+]([O-])c1ccc(CN=C(NC(=S)N2CCOCC2)c2ccc([N+](=O)[O-])cc2)cc1,0.0,4,-2,0.2
Cc1nnc(NC(=O)CCSc2ccccc2)s1,0.3,-3,-8,2.9
CCOc1ccc(-c2n[nH]c3c2C(c2cc(OC)ccc2OC)NC3=O)cc1 (stereo not given),0.1,51*,4,1.5
Cc1cc(=O)[nH]c(N/N=C/c2c(C)oc3ccccc23)n1,0.3,19,18,-0.4
CC(C)OCCCNc1nc2ccccc2c2nc(-c3ccncc3)nn12,0.0,0,0,0.3
O=C(Nc1c2c(nn1-c1cccc(Cl)c1)CSC2)c1cccc(Br)c1,0.1,9,6,1.5
C=CCNC(=O)c1ccccc1NS(=O)(=O)c1ccc(OC)c(Cl)c1,0.0,1,12,1.6
O=c1c2cn[nH]c2[nH]c(=S)n1-c1cccc(Cl)c1,0.4,-9,2,1.7
CC(C)CCn1c(=O)c2cccnc2n(CC(=O)Nc2ccccc2)c1=O,-0.2,-5,-9,-1.6
Cc1ccc(Nc2nc(NCc3ccco3)nc3c2cnn3C)cc1,0.0,-10,4,1.4
CCOC(=O)CSc1nc2cc(C(=O)Nc3ccc(OC)c(OC)c3)ccc2c(=O)n1Cc1ccccc1,0.2,3,25,-2.1
COCc1cc(C)n(CC(=O)Nc2ccc(C)cc2C)c(=O)c1C#N,-0.2,9,1,-1.1
CCOc1ccc(S(=O)(=O)N(C)Cc2ccccc2)c2cccnc12,0.2,-3,14,0.5
CSc1ccc(S(=O)(=O)NCc2ccccc2)cc1,0.1,-9,4,-0.1
O=C(NCc1ccccc1)C(c1ccccc1F)N(Cc1ccco1)C(=O)c1ccccn1 (stereo not given),0.0,31,12,0.0
Cn1c(O)c(C=Nc2ccc(C(=O)O)cc2)c(=O)n(C)c1=O,0.6,0,11,-0.9
CN1C(=O)c2ccc(-c3nc4ccccc4s3)cc2C1=O,0.0,4,10,-1.5
CCN1CCC(Oc2ccc(-c3ccc(COC)cc3)cc2)CC1,0.0,-30,7,4.2
COc1ccc(NC(=O)CN(c2ccc(Cl)cc2C)S(C)(=O)=O)c(OC)c1,-0.1,-16,-1,-1.3
COc1ccc(-c2nnc(SCc3cc(=O)n4c(C)cccc4n3)nc2-c2ccc(OC)c(OC)c2)cc1OC,-0.1,-2,-5,1.3
CCn1cc(S(=O)(=O)CC(=O)Nc2cc(C)ccc2C)c2ccccc21,0.1,-7,8,-0.9
CCc1ccccc1N(C(=O)C1CCCCC1)C1C=CS(=O)(=O)C1 (stereo not given),-0.1,2,0,-0.6
CCC(Sc1nncn1C)C(=O)Nc1sc2c(c1C#N)CCCC2 (stereo not given),-0.1,10,19,-0.2
Cc1ccc(/C=N/NC(=O)c2cccc(N3CCCC3=O)c2)o1,0.1,-32,28,1.1
CS(=O)(=O)c1ccc(NCc2cccnc2)c(F)c1,0.3,-1,36,0.8
CCC(CO)Nc1ccc(-c2n[nH]c(=O)c3ccccc23)cc1[N+](=O)[O-] (stereo not given),-0.1,-3,12,-0.3
COc1ccc(S(=O)(=O)N(C)CC(=O)N2CCCC2)cc1C,0.0,-8,-16,0.7
CCCn1c(O)c(CN2CCCCC2)c(C)c(C#N)c1=O,0.1,4,8,0.7

# Retrieved by structure from the entries so far:
Structure,FBW7 activator,TEAD-YAP inh,MITF primary,GPR151 ag
CCN1CCC(Oc2ccc(-c3ccc(COC)cc3)cc2)CC1,0.0,-30,7,4.2
CCc1ccccc1N(C(=O)C1CCCCC1)C1C=CS(=O)(=O)C1 (stereo not given),-0.1,2,0,-0.6
CCC(CO)Nc1ccc(-c2n[nH]c(=O)c3ccccc23)cc1[N+](=O)[O-] (stereo not given),-0.1,-3,12,-0.3
COc1ccc(-c2nnc(SCc3cc(=O)n4c(C)cccc4n3)nc2-c2ccc(OC)c(OC)c2)cc1OC,-0.1,-2,-5,1.3
CCC(Sc1nncn1C)C(=O)Nc1sc2c(c1C#N)CCCC2 (stereo not given),-0.1,10,19,-0.2
Cn1c(O)c(C=Nc2ccc(C(=O)O)cc2)c(=O)n(C)c1=O,0.6,0,11,-0.9

# (further entries)
Structure,FBW7 activator,TEAD-YAP inh,MITF primary,GPR151 ag
CC(C)CCNC(=O)c1cc(S(=O)(=O)N2CCCC(C)C2)ccc1F (stereo not given),0.0,-3,-8,0.0
O=C1c2ccccc2C2OCc3ccccc3N12 (stereo not given),0.0,-28,8,-3.5
CCN(Cc1ccncc1)C(=O)CC1(c2ccccc2F)CC(=O)N(C)C1=O (stereo not given),0.2,-6,8,2.4
O=C(c1ccncc1)N(Cc1ccccc1)Cc1ccccc1,-0.1,2,-6,-1.0
CCOC(=O)Cn1c(O)c(N=NC(=O)CNC(=O)c2ccncc2)c2ccccc21,0.0,4,10,-0.2
C/C(CC(=O)NC1C2CC3CC(C2)CC1C3)=N\NC(=O)c1ccc2ccccc2c1O (stereo not given),0.1,-5,1,-1.4
COc1ccccc1OCCOc1ccc([N+](=O)[O-])cc1-c1nc2sc3c(c2c(=O)[nH]1)CCCC3,-0.1,-1,5,1.3
CCOC(=O)c1c(NC(=O)c2ccccc2OC)sc2c1CCC2,-0.1,-6,0,-0.5
Cc1ncc(CO)c(/C=N/NC(=O)Cc2ccc(F)cc2)c1O,-1.0,12,20,-0.1
COc1ccc(C2CC(C(F)(F)F)n3nc(C(=O)NCc4cccc(Cl)c4)cc3N2)cc1 (stereo not given),0.0,14,3,0.3
CCOC(=O)COc1ccc(Cl)cc1C1NC(=S)NC(C)=C1C(=O)OCC (stereo not given),-0.1,6,26,-0.7
O=C(Nc1cccnc1Cl)c1cc2nc(-c3ccc(Br)cc3)cc(C(F)(F)F)n2n1,-0.1,-5,-15,0.6
O=C(CSc1cccc[n+]1[O-])c1ccccc1F,0.1,-4,1,0.9
